PolyA inh: inhibitors of polyadenylation in S. cerevisiae; 300,000 compounds, 0.02% hits; calls only at 12 µM; AID 1875; S. cerevisiae SKY197-pL101 polyadenylation reporter, beta-gal luminescence; efflux-impaired pdr1/pdr3 knockout yeast; score 100 = 6 SD above DMSO;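 active = lowest replicate activity score at least 50, where 100 means six control SD above control mean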;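 note: yeast exposed to compound for 9 h at 30 °C; higher score means more reporter readthrough which indicates perturbed polyadenylation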
TRPC4 inh: blocks the mouse TRPC4 cation channel; 300,000 compounds, 0.39% hits; AID 2247; HEK293 TRPC4beta/mu-opioid, DAMGO-evoked Fluo4 calcium flux; active compounds read low; B-score at 10 µM; Q9QUQ5;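 active = B-score over 3 SD under the library average, no early fluorescence shift, positive overall ratio signal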
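material = TRPC4beta/mu-opioid receptor HEK293 cell line | probe or stimulus = sequential submaximal and maximal DAMGO stimulation | compound dosing = one concentration per compound | measured by = Fluo4 Ca2+ flux fluorescence | evaluation = integrated fluorescence ratio relative to baseline, converted to per-well B score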
KCNQ1 act: potentiates or activates the human KCNQ1 potassium channel | P51787 | CHO-K1 KCNQ1, thallium flux FluxOR fluorescence; active compounds read high | B-score at 10 µM | 310,000 compounds, 0.35% hits;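 active = fluorescence ratio B-score, a plate-corrected score, at least three library SD, with initial intensity B-score within 5 SD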
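Schedule – 37 °C overnight plating, 90-min dark dye load, 20-min compound pretreatment · System – stable KCNQ1 CHO-K1 line · Probe or stimulus – thallium- and potassium-containing depolarizing buffer · Measured by – kinetic FluxOR fluorescence, 10 s baseline plus 110 s post-stimulus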
KCNQ1 inh: human KCNQ1 channel inhibition; P51787; CHO-K1 KCNQ1, FluxOR thallium flux fluorescence; active compounds read high; B-score at 10 µM; 310,000 compounds, 1.3% hits;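 active = compounds whose thallium flux B-score, printed positive for inhibition, exceeds three library SD while starting fluorescence stays within three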;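 note: channel opened by potassium depolarization with thallium stimulus after 20 min compound exposure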
Platelet DG rel: modulates dense granule release in human platelets. human platelet-rich plasma, SFLLRN dense granule ATP release, luminescence. inhibition, %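 (compounds screened at 7.5 µM in platelet-rich plasma)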. 300,000 compounds, 0.22% hits. AID 1663;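 active = mean replicate score, as percent of positive control, at or above 50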
KCNK9 block: inhibitors of human KCNK9 two-pore domain potassium channel. 310,000 compounds, 1.2% hits. HEK293 KCNK9, FluxOR thallium flux fluorescence; active compounds read low. Q9NPC2. B-score at 10 µM. AID 488922;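 active = ratio B-score over 3 SD below the library mean, with starting fluorescence within 5 SD of its mean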;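 note: negative B-score means less thallium flux so channel inhibition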
Target sequence (Q9NPC2 whole entry, looked up, the tested form may be a part): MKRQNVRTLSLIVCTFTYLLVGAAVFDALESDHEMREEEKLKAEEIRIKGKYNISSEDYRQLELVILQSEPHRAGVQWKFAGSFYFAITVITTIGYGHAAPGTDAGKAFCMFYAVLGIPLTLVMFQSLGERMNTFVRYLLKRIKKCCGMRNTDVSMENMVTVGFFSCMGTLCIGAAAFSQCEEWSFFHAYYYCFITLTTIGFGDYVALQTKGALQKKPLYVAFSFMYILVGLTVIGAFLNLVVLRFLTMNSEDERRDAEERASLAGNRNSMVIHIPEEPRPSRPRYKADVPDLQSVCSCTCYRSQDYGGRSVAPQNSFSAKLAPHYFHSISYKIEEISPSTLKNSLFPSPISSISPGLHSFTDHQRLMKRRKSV
TRPC4 potent: TRPC4 (mouse) allosteric potentiation | AID 2227 | HEK293 TRPC4beta/mu-opioid, DAMGO EC20, Fluo-4 Ca2+ flux; active compounds read high | 310,000 compounds, 0.42% hits | Q9QUQ5 | B-score at 10 µM;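 active = B-score of calcium response area above 5 SD of library B-scores, with initial fluorescence ratio within 5 SD of library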;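 note: B-score of integrated fluorescence ratio over time as area under calcium response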
TRPC4 agonist: activators of mouse TRPC4 channel | Q9QUQ5 | HEK293 TRPC4beta/mu-opioid, Fluo4 calcium fluorescence; active compounds read high | AID 2237 | B-score at 10 µM | 310,000 compounds, 0.49% hits;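 active = B-score above 5 SD of library B-scores, and initial fluorescence ratio not above library mean plus 5 SD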;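 note: positive B-score marks a calcium rise read as TRPC4 activation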
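Technique: kinetic Fluo4 calcium fluorescence; Test system: TRPC4beta and mu-opioid receptor HEK293 stable cells; Measure: B-scored integrated calcium fluorescence ratio; Benchmarks: low control buffer alone, high control maximal DAMGO; Schedule: 45 min room-temperature Fluo4 loading, 110 s read.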
DYRK1A inh: blocks rat Dyrk1A kinase activity; Q63470; ADP-Glo luminescence, NFATc1 peptide; inhibition, % at 12.5 µM; 310,000 compounds, 0.43% hits; AID 504441; in the data active = inhibition above about 50%;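 note: plate controls were vehicle with enzyme for no effect and no enzyme for full effect; many of its hits are not listed in these tables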
KCNK3 inh: human KCNK3 channel inhibition, primary screen; 340,000 compounds, 0.84% hits; AID 602410; B-score at 10 µM; O14649; CHO-KCNK3 thallium flux, FluxOR fluorescence; active compounds read low;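 active = B-score under library mean minus 4 SD, starting fluorescence ratio at most library mean plus 5 SD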;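 note: more negative B-score means stronger inhibition of thallium flux through KCNK3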
Target sequence (O14649 whole entry, looked up): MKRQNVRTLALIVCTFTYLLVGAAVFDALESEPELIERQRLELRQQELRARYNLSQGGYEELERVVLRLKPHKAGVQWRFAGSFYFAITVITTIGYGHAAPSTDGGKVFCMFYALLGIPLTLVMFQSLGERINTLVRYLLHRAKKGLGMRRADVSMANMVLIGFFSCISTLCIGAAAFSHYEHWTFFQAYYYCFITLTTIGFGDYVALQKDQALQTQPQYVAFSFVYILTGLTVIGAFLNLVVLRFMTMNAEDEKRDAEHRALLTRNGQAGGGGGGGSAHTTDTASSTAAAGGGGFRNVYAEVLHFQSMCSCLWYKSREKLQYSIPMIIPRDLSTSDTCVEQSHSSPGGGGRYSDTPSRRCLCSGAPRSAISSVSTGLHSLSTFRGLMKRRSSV
hERG rescue: shields human hERG channel from block by proarrhythmic agents. Q12809. CHO-hERG, FluxOR thallium flux, dofetilide IC70 present. activation (rescue from dofetilide block), less the hit threshold, % at 10 µM. 310,000 compounds, 0.51% hits. AID 1511;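 active = activation above the mean of controls blocked by dofetilide plus 5 SD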;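 note: thallium influx through hERG after potassium depolarization seen as dye fluorescence rise; in these data hits start at about 4.7%; inactives centre near -7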
Numbers without * were called inactive; i = inactive; x = no result given. This is a subset; the hit share may differ from the screen's.

canonical_smiles	PolyA inh	TRPC4 inh	KCNQ1 act	KCNQ1 inh	Platelet DG rel	KCNK9 block	TRPC4 potent	TRPC4 agonist	DYRK1A inh	KCNK3 inh	hERG rescue
COc1ccccc1Cn1c(=S)[nH]c2cc(C(=O)NCc3cccnc3)ccc2c1=O	i	i	i	i	3	i	i	i	-4	i	-1
COc1ccccc1NC(=O)C/C(C)=N/NC(=O)c1ccccn1	i	i	i	i	-11	i	i	i	3	i	-13
COc1cccc([C@@H]2Oc3ccc(OC)cc3C(=O)[C@H]2OC(=O)NCc2ccc3c(c2)OCO3)c1	i	i	i	i	-1	i	i	i	x	x	4.6*
CCN(CC)CCN(Cc1cc2cc3c(cc2[nH]c1=O)OCO3)C(=S)NC	i	i	i	i	9	i	i	i	-2	i	-6
CN(C)/C=C/C(=O)c1cccc(Cl)c1	i	i	i	i	10	i	i	i	-11	i	-11
COC(=O)C1=C(NC(=O)CCCCl)CCS1	i	i	i	i	-9	i	i	i	-5	i	-6
O=C(NC(Cc1ccccc1)C(=O)N1CCc2ccccc2C1)c1ccccc1 (stereo unspecified)	i	i	i	i	5	i	i	i	11	i	-11
COc1cc(OC)cc(-c2nnc(SCc3ccc(C(=O)O)cc3)o2)c1	i	i	i	i	2	i	i	i	8	i	-5
CC(NC(=O)C1CC1)C(c1cccs1)N1CCN(c2ccccc2)CC1 (stereo unspecified)	i	i	i	i	0	i	i	44*	0	i	-2
COc1ccc(/C=C2\SC(=O)N(CCC(=O)N3CCN(C)CC3)C2=O)cc1	i	i	i	i	-2	i	i	i	-3	i	-10
COc1ccc(OCCCC(=O)N(CCC2=CCCCC2)c2c(N)n(Cc3ccccc3)c(=O)[nH]c2=O)cc1	i	i	i	i	-42	i	i	i	14	i	-6
CC1CC(C)CN(CCOc2ccc(Br)cc2)C1 (stereo unspecified)	i	i	i	i	9	i	i	i	0	i	-4
COc1cc(NC(=S)NC(=O)c2ccc(C(C)(C)C)cc2)ccc1NC(=O)c1cccs1	i	i	i	i	-13	i	i	i	21	i	-8
CC(NC(=O)CNC(=O)C1CCCCC1)c1cccc(Cl)c1 (stereo unspecified)	i	i	i	i	-3	i	i	i	-3	i	-10
Cc1ccc(S(=O)(=O)Nc2ccc(Cl)cc2)cc1NC(=O)c1cc2c(s1)CCCC2	i	i	i	i	-5	i	i	i	-7	i	-16
Nc1cc([N+](=O)[O-])ccc1N1C(=O)CCCC1=O	i	i	i	i	2	i	i	i	6	i	-5
CCC(=O)Nc1cc(C(=O)OCC(=O)c2ccccc2Cl)ccc1C	i	i	i	i	6	i	i	i	-6	i	-18
COc1cc(OC)c2nc(C)c3c(c2c1)N(c1ccc(O)cc1)CC3	i	i	i	i	-1	i	i	i	-6	i	-21
CC1=C(C(=O)OC(C)C)C(c2cccnc2)n2ncnc2N1 (stereo unspecified)	i	i	i	i	-8	i	i	i	6	i	-8
CC(=O)c1ccc(N=Nc2ccc(N(C)C)cc2)cc1	i	i	i	i	26	i	i	i	3	i	-13
CCOC(=O)C(C)Oc1cccc2c(=O)n(CC(=O)NCc3ccccc3)ccc12 (stereo unspecified)	i	i	i	i	-12	i	i	i	-1	i	-7
COc1ccc(-c2nnc(SCC(=O)N3CCOCC3)n2C)cc1OC	i	i	i	i	11	i	i	i	3	i	-7
CC(C)CC(N=Cc1c(O)c2ccccc2oc1=O)C(=O)O (stereo unspecified)	i	i	i	i	0	i	i	i	-3	i	-6
Cc1ncc(C[n+]2ccc(C)c(C)c2)c(N)n1	i	i	i	i	-1	i	i	i	7	i	-7
Cn1c(C(=O)N2CCN(c3ncccn3)CC2)cc2c(=O)n(C)c3ccccc3c21	i	i	i	i	2	i	i	i	15	i	-16
O=C1c2ccccc2S(=O)(=O)c2cc(N3CCC4(CC3)OCCO4)ccc21	i	i	i	i	0	i	i	i	x	x	-9
N#Cc1nc(-c2ccc(Cl)cc2)oc1NCc1ccco1	i	i	i	i	2	i	i	i	1	i	-2
COc1cc(S(=O)(=O)N2CCC(c3nc4ccccc4s3)CC2)ccc1S(=O)(=O)N1CC(C)CC(C)C1 (stereo unspecified)	i	i	i	i	0	i	i	i	14	i	-2
COc1cccc(C(=O)Nc2c(C)nn(-c3ccccc3)c2C)c1	i	i	i	i	-5	i	i	i	0	i	-9
O=C(NCC(O)c1ccccc1)c1ccc(Cl)c(S(=O)(=O)N2CCCC2)c1 (stereo unspecified)	i	i	i	i	-3	i	i	i	x	i	-9
Oc1ccc2ccccc2c1N=Nc1nccs1	i	i	21*	i	0	i	i	i	11	i	30*
Cc1cc(/C=N/NC(N)=O)c(C)c(CO)c1	i	i	i	i	-8	i	i	i	-3	i	-11
CCOc1ccc(C(=O)Nc2ccc(CN3CCOCC3)cc2)cc1Br	i	i	i	i	-3	i	i	i	10	i	-5
Cc1ccc(/C(N)=N/OC(=O)c2ccc(C)cc2Cl)cc1	i	i	i	i	5	i	i	i	3	i	-2
O=C(N/N=C/c1cccnc1)C(O)c1ccccc1 (stereo unspecified)	i	i	i	i	0	i	i	i	1	i	-4
CCC1CCCCN1CCNC(=O)CCS(=O)(=O)c1ccc(Br)cc1 (stereo unspecified)	i	i	i	i	-2	i	i	i	-5	i	-12
Cc1ccc(C(=O)NNC(=O)C2CC2)cc1Br	i	i	i	i	5	i	i	i	9	i	-11
Cc1cccc(OS(=O)(=O)NC(=O)OCC2CCCN3CCCCC23)c1 (stereo unspecified)	i	i	i	i	-1	i	i	i	1	i	-5
CC(C)CNC(=S)NNC(=O)c1csc2ccccc12	i	i	i	i	-2	i	i	i	4	i	-13
CCN(CC)S(=O)(=O)c1ccc(N2CCOCC2)c(NS(=O)(=O)c2cc(C(C)(C)C)ccc2C)c1	i	i	i	i	-8	i	i	i	0	i	-10
CCOC(=O)c1sc(=S)n(-c2ccc(C)cc2)c1N	i	i	i	i	11	i	i	i	5	i	-5
CC(NC(=O)c1ccc(=O)oc1)c1ccccc1 (stereo unspecified)	i	i	i	i	-8	i	i	i	8	i	-8
CCn1c(Cc2ccccc2)nnc1SCC(=O)Nc1ccccc1O	i	i	i	i	0	i	i	i	0	i	-4
O=C(CCCCl)NC(=S)Nc1cc(C(F)(F)F)ccc1N1CCOCC1	i	i	i	i	-1	i	i	i	7	i	-8
CCCCc1cc(=O)oc2cc(C)cc(OCC(=O)N3C[C@H]4C[C@@H](C3)c3cccc(=O)n3C4)c12	i	i	i	i	6	i	i	i	10	i	-5
CCc1nc2c(c(SC)nn2-c2ccccc2)c(N)c1C(=O)OC	i	i	i	i	-10	i	i	i	5	i	-2
COc1ccc(N2CCN(CCOc3ccc4c(C)cc(=O)oc4c3)CC2)cc1	i	i	i	i	-8	i	i	i	-9	i	-11
Nc1nc(Nc2ccc(Cl)cc2)nc(NCCO)c1[N+](=O)[O-]	i	i	i	i	-14	i	i	i	x	i	-5
COc1ccc(C)cc1NC(=O)C(OC(=O)Cn1cnc2c1c(=O)n(C)c(=O)n2C)c1ccccc1 (stereo unspecified)	i	i	i	i	3	i	i	i	10	i	-15
CN(C)c1ccc(/C=N/NC(=O)C(O)(c2ccccc2)c2ccccc2)o1	i	i	i	i	17	i	i	i	-3	i	-8
O=C(CSc1nc2ccc(NC(=O)c3ccccc3C(=O)O)cc2s1)Nc1ccc(F)c([N+](=O)[O-])c1	i	i	i	i	-4	i	i	i	3	i	0
Cc1ccc(N2C(=O)CC(NNC(=O)c3cccc(S(=O)(=O)N4CCCC4)c3)C2=O)cc1 (stereo unspecified)	i	i	i	i	18	i	i	i	10	i	-1
COc1cc2c(cc1OC)C(=S)NC1(CCCC1)C2	i	i	i	i	-1	i	i	i	2	i	-9
Cc1cccc(-c2cccc(NC(=O)C3CCCN(C(=O)c4csc(C)n4)C3)c2)c1 (stereo unspecified)	i	i	i	i	2	i	i	i	-4	i	-8
Cc1cccc(-n2c(CNC(=O)c3cccc([N+](=O)[O-])c3C)n[nH]c2=S)c1	i	i	i	i	-14	i	i	i	-40	i	-5
COC(=O)c1cc(S(=O)(=O)N2c3ccccc3CC2C)c[nH]1 (stereo unspecified)	i	i	i	i	-8	i	i	i	-4	i	-6
Cc1c(NC(=O)c2c(F)c(F)c(F)c(F)c2F)c(=O)n(-c2ccccc2)n1C	i	i	i	i	-6	i	i	i	3	i	-10
COC(C(=O)Nc1ccnn1C1CCN(Cc2cnn(C)c2)CC1)c1ccccc1 (stereo unspecified)	i	i	i	i	-2	i	i	i	3	i	-11
CN(CCc1ccccn1)C(=O)CC1C(=O)NCCN1Cc1ccc(-c2ccccc2)cc1 (stereo unspecified)	i	i	i	i	-1	i	i	160*	x	i	-5
CCOC(=O)c1nc(NCc2ccccc2F)c2ccccc2n1	i	i	i	i	0	i	i	i	1	i	-8

Other results
canonical_smiles	PolyA inh	TRPC4 inh	KCNQ1 act	KCNQ1 inh	Platelet DG rel	KCNK9 block	TRPC4 potent	TRPC4 agonist	DYRK1A inh	KCNK3 inh	hERG rescue
CCOC(=O)C1CC2CC(C1)CN(C(=O)C1CCCCC1)C2 (stereo unspecified)	i	i	i	i	-3	i	i	i	-7	i	-10
CCCCC(=O)Nc1nnc(S(=O)(=O)N(C)Cc2ccco2)s1	i	i	i	i	-2	i	i	i	5	i	-7
CCn1c(=O)c(=O)[nH]c2cc(C(=O)N3CCN(c4ccccc4F)CC3)ccc21	i	i	i	i	-2	i	i	i	-47	i	-7
CC(=O)Nc1sc(N)nc1-c1ccccc1	i	i	i	i	-22	i	i	i	2	i	-6
CSc1nsc2nc(=O)c(/C=C3\C=Nc4ccccc43)c(N)n12	i	i	i	i	10	i	i	i	1	i	-9
Cc1ccc(NC(=O)CC2NCCNC2=O)cc1 (stereo unspecified)	i	i	i	i	-1	i	i	i	-3	i	-7
CCc1ccc2c(c1)c1nc(C)sc1n2CC	i	i	i	i	-1	i	i	i	-1	i	-6
